# Sm TGR block = S. mansoni TGR enzyme inhibition; Q962Y6; purified TGR, DTNB reduction, TNB absorbance 405 nm; hit rate 3% among 360,000; Potency, µM (top dose mostly 114 µM), inactives show at the top dose activity change, negative = inhibition, most hits filed as inhibitors; also: nearly all actives have a fitted effect of over 60% in size
#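 Kinetic colorimetric format: TGR-catalysed, NADPH-driven DTNB reduction monitored via TNB absorbance. Enzyme dispensed at 20 nM; compound exposure 15 min at room temperature before reaction start.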
# Pf growth 48h = P. falciparum growth inhibition at 48 hours (one generation); Potency, µM (doses to about 28.7 µM), inactives show at the highest dose activity change, negative = inhibition, actives largely listed as inhibitors; P. falciparum luciferase growth in erythrocytes, 48 h; AID 504832; hit rate 5.9% among 310,000
#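 In quantitative HTS format, infected erythrocytes bearing luciferase-reporter parasites were treated for a single generation at 37 C. Luminescence after adding detection reagent served as the growth measure.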
# HCV inh = blocks hepatitis C virus | Huh7.5.1 HCVcc-Cre infection, luciferase reporter, 44 h | Potency, µM (highest dose often 41.8 µM), without a hit: at the top dose activity change, negative = inhibition, most hits filed as inhibitors | hit rate 3.4% among 340,000
#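 Luciferase read-out (15 sec integration) after a 15 min room-temperature substrate step quantifies HCVcc-Cre infection. Cells, 1,000 per well, had compound added 4 h post-plating, then virus at ~0.5 moi, and were cultured 44 h.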
# Pf growth 96h = inhibits malaria parasite growth, 96 h; P. falciparum luciferase reporter growth, 96 h; Potency, µM (top dose mostly 28.7 µM), for the others: at the highest dose activity change, negative = inhibition, usual class: inhibitors; hit rate 6.9% among 320,000
#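 Two-generation exposure (96 h) targets delayed-death phenotype. Reporter parasites carrying integrated firefly luciferase, in red cells at 2% hematocrit and 0.05% parasitemia final, kept at 37 C, 5% CO2; luminescence loss indicates inhibition.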
# LmPK inh = LmPK (Leishmania mexicana) enzyme inhibition; Potency, µM (series often up to 57.5 µM), for inactives: at the highest dose activity change, negative = inhibition, actives largely listed as inhibitors; Q27686; hit rate 0.37% among 290,000; purified LmPK, Kinase-Glo ATP luminescence, 1 h; AID 1721
# Target sequence (Q27686 whole entry, looked up): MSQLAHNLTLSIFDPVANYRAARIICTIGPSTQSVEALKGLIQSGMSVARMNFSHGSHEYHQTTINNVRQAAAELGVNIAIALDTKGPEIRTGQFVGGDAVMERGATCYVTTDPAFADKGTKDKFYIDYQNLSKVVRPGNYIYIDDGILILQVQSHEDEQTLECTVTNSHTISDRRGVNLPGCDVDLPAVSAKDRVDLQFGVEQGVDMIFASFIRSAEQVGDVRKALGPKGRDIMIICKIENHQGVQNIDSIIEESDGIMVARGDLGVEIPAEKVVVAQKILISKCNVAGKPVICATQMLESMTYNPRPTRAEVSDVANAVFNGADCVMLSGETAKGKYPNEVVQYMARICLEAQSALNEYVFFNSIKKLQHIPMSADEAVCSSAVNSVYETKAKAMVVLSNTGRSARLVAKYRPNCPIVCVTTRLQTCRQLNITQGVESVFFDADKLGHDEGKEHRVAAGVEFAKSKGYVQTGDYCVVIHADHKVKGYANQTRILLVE
#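 Purified LmPK (0.1 nM) with 0.5 mM PEP and 0.1 mM ADP in imidazole buffer pH 7.2 with MgCl2/KCl, 1 h at room temperature. ATP formed was read by luciferase luminescence and normalized to no-enzyme and uninhibited controls.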
# TbPYK inhibitor = blocks Trypanosoma brucei pyruvate kinase; hit rate 0.12% among 410,000; AID 624173; Potency, µM (highest dose often 76.8 µM), for inactives: at the highest dose activity, negative = inhibition, most hits filed as inhibitors; Q57TT1; TbPYK enzyme, Kinase-Glo Plus ATP luminescence, 45 min; also: nearly all actives have a fitted effect of over 50% in size
#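 T. brucei PYK with substrate was exposed to pin-transferred compounds across a concentration series, then started with 130 uM ADP (final). After 45 min at room temperature, Kinase-Glo Plus luminescence was read, normalized and curve-fitted.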
# Active calls of the source: *; ? = inconclusive; nt = no result given; [ ] = dose if it differs, or a comment. Calls follow the shape of the dose curve; as a rule, active = well fitted curve in the direction sought with a large enough effect; inconclusive = small, poorly fitted or top-dose-only effect, or another doubt; inactive = no such curve, though single readings can be large; an effect the other way counts as inactive or inconclusive. % is scaled to controls: 0 for no effect and ±100 for the full control effect; potency is read from the fitted curve at half-maximal effect.
SMILES,Sm TGR block,Pf growth 48h,HCV inh,Pf growth 96h,LmPK inh,TbPYK inhibitor
N/C(=N\S(=O)(=O)c1ccc(Cl)s1)c1ccccc1,0%,18%,1%,19%,2%,-4%
Cc1ccc(CCNC(=O)C2CCN(S(=O)(=O)N3CCOCC3)CC2)cc1,-6%,3%,6%,?,0%,-2%
CC1CCCCC1NC(=O)/C(C#N)=C/c1ccc(OCC(N)=O)cc1 (configuration not stated),-5%,-14%,3%,48%[activator],-4%,-20%
N#CC1(NC(=O)COc2ccc3oc4ccccc4c3c2)CCCCC1,-1%,3%,-26%,4%,5%,-14%
COc1ccc(NC(=S)N2CCCCC2c2cccnc2)cc1 (configuration not stated),-1%,18%,?,19%,-2%,5%
N#CCCN1CCN(Cc2cc(-c3ccccc3)ccc2O)CC1,4%,?,?,?,0%,1%
CC1=C(C(=O)OCC(Cl)(Cl)Cl)N2C(=O)C(NC(=O)Cc3ccccc3)C2SC1 (configuration not stated),-1%,73%[activator],21%,0%,1%,1%
COc1ccc(/C=C(\NC(=O)c2ccc([N+](=O)[O-])cc2)C(=O)NCCCn2ccnc2)cc1,-13%,4%,22%,12%,-3%,1%
CN(CC(=O)Nc1ccc(N2CCOCC2)cc1)C(=O)CCc1cc(C(C)(C)C)c(O)c(C(C)(C)C)c1,-9%,3.3µM*,-7%,9.3µM*,nt,1%
CCOC(=O)c1c(-c2cccs2)csc1NC(=O)CCCC(=O)O,3%,11%,2%,-6%,2%,-5%
CC1CC1C(=O)OCC(=O)NC(=O)NCc1ccco1 (configuration not stated),0%,nt,-7%,-6%,3%,-5%
CC(=O)Nc1c(C(=O)N2CCN(c3ccccn3)CC2)cnn1-c1ccc(C)cc1,3%,-1%,20%,-18%,1%,2%
CCOC(=O)C(NC(=O)c1ccccc1Cl)(Nc1sc2c(c1C(N)=O)CCC2)C(F)(F)F (configuration not stated),40µM*,?,-3%,4.1µM*,1%,-16%
O=C(Cn1cncn1)c1ccccc1Br,4%,34%[activator],16%,1%,2%,1%
CC1COc2ccccc2N1S(=O)(=O)c1cc(Cl)ccc1Cl (configuration not stated),-1%,?,-15%,-8%,0%,-3%
COCCNC(=O)/C(C#N)=C/c1c(N2CCN(c3ccccc3)CC2)nc2ccccn2c1=O,-10%,-22%,-8%,?,3%,-1%
COc1cc(O)c(C(CCN2CCN(c3ccccc3)CC2)c2ccc(N(C)C)cc2)c(OC)c1 (configuration not stated),5%,0.83µM*,-2%,0.66µM*,1%,2%
CCN(CC)S(=O)(=O)c1ccc(S(=O)(=O)Nc2cc3c(cc2C(C)=O)OCO3)cc1,-11%,?,?,12µM*,2%,-8%
Cc1cc(/C=C2/C(=O)NN(c3ccccc3)C2=O)c(C)n1-c1ccc(O)cc1,-1%,16%,?,23%,1%,-4%
NC(=O)CSc1nnc(-c2ccccn2)n1Cc1ccco1,-11%,14%,5%,24%,-14%,0%
O=c1c2c3c(sc2ncn1/N=C/c1ccc(Br)o1)CCCC3,-14%,?,?,5%,2%,3%
CCN1C(=O)[C@H]2[C@@H](c3ccc(-c4ccccc4)cc3)N3CCC[C@@]3(C(=O)OC)[C@H]2C1=O,-27%,4.7µM*,-2%,13µM*,nt,8%
CC1CCN(c2ccccc2NC(=S)NC(=O)C(C)(C)C)CC1,15%,?,?,?,4%,12%
CC1(c2ccc([N+](=O)[O-])cc2)NC(=O)N(CC(=O)Nc2ccc(N3CCCCC3)cc2)C1=O (configuration not stated),-8%,?,?,?,nt,8%
CCC(=O)NCC(c1cccs1)S(=O)(=O)c1ccc(C)cc1 (configuration not stated),89µM*,20%,6%,?,-1%,4%
# Further compounds:
SMILES,Sm TGR block,Pf growth 48h,HCV inh,Pf growth 96h,LmPK inh,TbPYK inhibitor
Cc1cccc(OP(=O)(Nc2ccc(F)cc2)Oc2cccc(C)c2)c1,7%,-31%[5.75 µM],-2%,?,-3%,-3%
CCCCCCC(C)NC(=S)Nc1cc(S(=O)(=O)N(C)C)ccc1C (configuration not stated),-11%,?,0%,-58%,0%,-6%
O=C(c1ccccc1)n1c(=O)c(F)cn(COCCBr)c1=O,?,15%,-2%,-13%,-2%,-3%
COC(=O)c1ccc(NC(=S)NNC(=O)c2ccccc2)cc1,8%,17%,-7%,?,6%,2%
O=C(Cn1cnc([N+](=O)[O-])n1)NCCO,5%,10%,14%,?,-2%,-5%
CN(C)C(=O)Cn1nc(-c2ccccc2)c2ccccc2c1=O,0%,3%,18%,nt,-11%,0%
O=C1ON=C(c2ccccc2[N+](=O)[O-])/C1=C/c1cccc([N+](=O)[O-])c1O,-2%,8%,17%,?,nt,-4%
CCOC(=O)C1=C(CSc2n[nH]c(N)n2)NC(=O)NC1C (configuration not stated),1%,-12%,23%,-5%,1%,-2%
CCOc1ccc(NC(=O)NCC2CCN(c3ccc(OC)cc3)C2)cc1 (configuration not stated),-19%,nt,?,?,4%,-9%
Cc1ccnn1-c1ccc(C(=O)OCC(=O)Nc2ccc(F)cc2)cc1,-1%,35%[activator],-17%,0%,nt,2%
Cc1cc(=O)n(C)c(=O)n1CCCCCOc1cccc([N+](=O)[O-])c1,-21%,1%,?,?,1%,3%
CC1(C)CC(=O)C(C=NCCN2CCN(CC(=O)Nc3ccc(F)cc3)CC2)=C(O)C1,-25%,11%,2%,-13%,-3%,-8%
CC(C)C[C@@H](CC#N)N1CCN(Cc2ccccc2)CCC1=O,?,9%,-16%,?,-3%,-4%
CCCn1nc2ccccc2c1P(=O)(N1CCOCC1)N1CCOCC1,-28%,5%,18%,?,1%,-2%
Cc1ccc(OCC(O)CN2CC3(C)CC2CC(C)(C)C3)cc1 (configuration not stated),-1%,?,-10%,?,-3%,27%
Cc1ccc2cc3cc(C(=O)NCCCN4CCCC4)oc3nc2c1,-21%,?,14µM*,-24%,8%,-2%
O=C(NC(=O)c1ccccc1)Nc1ccccc1O,7%,-3%[0.00184 µM],-19%,38%[activator],-9%,2%
COc1ccc(NC(=O)Nc2ccc(N3CCOCC3)c3nonc23)c(OC)c1,-1%,27%,-30%,94%[activator][5.75 µM],1%,0%
O=C(CCc1ccccc1)NCCc1cccs1,-2%,98%[activator],12%,?,5%,0%
CC(=O)NS(=O)(=O)c1ccc(NC(=O)COc2ccc(C(=O)c3ccccc3)cc2)cc1,4%,-2%,0%,36%[activator],1%,1%
Cc1ccc(Cl)cc1N1CCN(Cc2nnnn2Cc2ccco2)CC1,-8%,8%,-8%,8.3µM*,8%,5%
COC(=O)C1=C(C)NC(=O)/C1=C\N(C)C,25µM*,0%,-14%,29%,-1%,-19%
CC1(c2ccc([N+](=O)[O-])cc2)NC(=O)NC1=O (configuration not stated),-17%,5%,10%,9%,3%,1%
COc1cccc(N2CCN(CC(=O)Nc3ccc(S(=O)(=O)N4CCCCCC4)cc3)CC2)c1,-5%,12µM*,?,?,nt,4%
Cc1ccc(OCC(=O)N/N=C\c2ccc(O)cc2)c([N+](=O)[O-])c1,10%,10%,7%,-11%,2%,-1%

# A draw from above in order of molecular weight, ascending:
SMILES,Sm TGR block,Pf growth 48h,HCV inh,Pf growth 96h,LmPK inh,TbPYK inhibitor
COC(=O)C1=C(C)NC(=O)/C1=C\N(C)C,25µM*,0%,-14%,29%,-1%,-19%
CC1(c2ccc([N+](=O)[O-])cc2)NC(=O)NC1=O (configuration not stated),-17%,5%,10%,9%,3%,1%
CN(C)C(=O)Cn1nc(-c2ccccc2)c2ccccc2c1=O,0%,3%,18%,nt,-11%,0%
Cc1ccc(OCC(O)CN2CC3(C)CC2CC(C)(C)C3)cc1 (configuration not stated),-1%,?,-10%,?,-3%,27%
Cc1ccnn1-c1ccc(C(=O)OCC(=O)Nc2ccc(F)cc2)cc1,-1%,35%[activator],-17%,0%,nt,2%
CCOc1ccc(NC(=O)NCC2CCN(c3ccc(OC)cc3)C2)cc1 (configuration not stated),-19%,nt,?,?,4%,-9%
Cc1cccc(OP(=O)(Nc2ccc(F)cc2)Oc2cccc(C)c2)c1,7%,-31%[5.75 µM],-2%,?,-3%,-3%
Cc1ccc(Cl)cc1N1CCN(Cc2nnnn2Cc2ccco2)CC1,-8%,8%,-8%,8.3µM*,8%,5%
CCCCCCC(C)NC(=S)Nc1cc(S(=O)(=O)N(C)C)ccc1C (configuration not stated),-11%,?,0%,-58%,0%,-6%
COc1ccc(NC(=O)Nc2ccc(N3CCOCC3)c3nonc23)c(OC)c1,-1%,27%,-30%,94%[activator][5.75 µM],1%,0%
CC(=O)NS(=O)(=O)c1ccc(NC(=O)COc2ccc(C(=O)c3ccccc3)cc2)cc1,4%,-2%,0%,36%[activator],1%,1%

# Going on with the list:
SMILES,Sm TGR block,Pf growth 48h,HCV inh,Pf growth 96h,LmPK inh,TbPYK inhibitor
CCOC(=O)CN(C(=O)COc1nc(C)cc(C)c1C#N)c1cccc(Cl)c1,-9%,?,-24%,?,8%,-9%
COc1ccc(-c2noc(CSc3nnc(-c4ccncc4)n3-c3ccc(F)cc3)n2)cc1OC,2%,?,?,nt,5%,5%
COc1ccc(OCCSc2nc3ccccc3c(=O)[nH]2)cc1,0%,?,?,3%,6%,1%
NS(=O)(=O)c1ccc(CCNC(=O)CCNS(=O)(=O)c2ccccc2C(F)(F)F)cc1,-1%,?,15%,-12%,nt,3%
O=C(c1ccc2c(=O)n(Cc3ccccc3)c(=S)[nH]c2c1)N1CCOCC1,-5%,3%,-9%,?,0%,-21%
O=C(Nc1cccc(NC(=O)C2CCCO2)c1)C1CCCO1 (configuration not stated),?,42%[activator],20%,2%,-4%,1%
Cc1cc(SCC(=O)Nc2ccccc2)nc(C)n1,4%,10%,-2%,-13%,-2%,-1%
O=[N+]([O-])c1ccc(O)c(/C=N/Nc2ncnc3c2cnn3-c2ccccc2)c1,1%,1.2µM*,2.8µM*,0.52µM*,-2%,0%
CC(=O)N1CCN(c2ccc(NC(=O)c3ccccc3)cc2)CC1,1%,54%[activator],8%,?,-8%,1%
CC(C)CCNc1nc2c(c(=O)n(Cc3cccc(F)c3)c(=O)n2C)n1C,-25%,?,?,12µM*,1%,4%
Cc1ccc(N/N=C2\CCS(=O)(=O)c3sccc32)cc1,?,-5%,-28%,?,6%,-3%
O=C(CN1CCN(Cc2ccccc2)CC1)N/N=C/c1ccccc1F,9%,-10%,12%,13%,-9%,8%
CN1CCN(C(=S)c2cn(Cc3ccccc3)c3ccccc23)CC1,9%,-14%,?,3%,-2%,-2%
Cc1ccc(NC(=S)N(Cc2ccco2)C(C)c2cccs2)cc1 (configuration not stated),2%,6%,8%,?,0%,1%
CC(C)[C@H](NS(=O)(=O)c1cccc(Cl)c1)C(=O)OCC(=O)N1CCN(c2ccccc2)CC1,?,?,-11%,3%,3%,-21%
CCN(CC)S(=O)(=O)c1cc(C(=O)OCC(=O)NC(=O)c2cccn2C)ccc1C,1%,-4%,4%,24%,1%,-17%
CN(C)c1ccc(/C=[N+](\[O-])C(C)(C)/C=N/O)cc1,0%,21%,8%,?,-5%,-10%
C=CC(COCc1ccccc1)N(Cc1ccccc1)S(=O)(=O)c1ccccc1Br (configuration not stated),9%,9.3µM*,-27%,9.3µM*,3%,-10%
O=S(=O)(NCC(c1ccco1)N1CCN(c2ccccc2F)CC1)c1ccc2c(c1)OCCO2 (configuration not stated),-8%,2%,?,?,1%,-20%
Cc1ccc(-c2csc(=Nc3cccnc3)n2CCCn2ccnc2)cc1C,-16%,10µM*,?,3.7µM*,0%,-7%
O=C(NCC(c1cccnc1)N1CCOCC1)Oc1ccccc1 (configuration not stated),?,99%[activator],16%,-6%,1%,-6%
COc1ccc(S(=O)(=O)N2CCCCC2)cc1NC(=O)C1CC(=O)N(c2ccc3c(c2)OCCO3)C1 (configuration not stated),-5%,?,-11%,-18%,nt,-4%

# Bioassay records from PubChem BioAssay.
